Apaf1 inhib: inhibitors of human Apaf-1 apoptosome, primary screen, biochemical, DEVD-Rh110 fluorescence, uHTS. reconstituted apoptosome caspase-3 activity. inhibition, % at 20 µM. hit rate 0.71% among 330,000. AID 489030, 2010; active = inhibition of at least 40% at 20 µM;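 also: plate controls were DMSO wells for no effect and DEVD-CHO caspase inhibitor wells for full effect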
Target sequence (O14727 whole entry, looked up): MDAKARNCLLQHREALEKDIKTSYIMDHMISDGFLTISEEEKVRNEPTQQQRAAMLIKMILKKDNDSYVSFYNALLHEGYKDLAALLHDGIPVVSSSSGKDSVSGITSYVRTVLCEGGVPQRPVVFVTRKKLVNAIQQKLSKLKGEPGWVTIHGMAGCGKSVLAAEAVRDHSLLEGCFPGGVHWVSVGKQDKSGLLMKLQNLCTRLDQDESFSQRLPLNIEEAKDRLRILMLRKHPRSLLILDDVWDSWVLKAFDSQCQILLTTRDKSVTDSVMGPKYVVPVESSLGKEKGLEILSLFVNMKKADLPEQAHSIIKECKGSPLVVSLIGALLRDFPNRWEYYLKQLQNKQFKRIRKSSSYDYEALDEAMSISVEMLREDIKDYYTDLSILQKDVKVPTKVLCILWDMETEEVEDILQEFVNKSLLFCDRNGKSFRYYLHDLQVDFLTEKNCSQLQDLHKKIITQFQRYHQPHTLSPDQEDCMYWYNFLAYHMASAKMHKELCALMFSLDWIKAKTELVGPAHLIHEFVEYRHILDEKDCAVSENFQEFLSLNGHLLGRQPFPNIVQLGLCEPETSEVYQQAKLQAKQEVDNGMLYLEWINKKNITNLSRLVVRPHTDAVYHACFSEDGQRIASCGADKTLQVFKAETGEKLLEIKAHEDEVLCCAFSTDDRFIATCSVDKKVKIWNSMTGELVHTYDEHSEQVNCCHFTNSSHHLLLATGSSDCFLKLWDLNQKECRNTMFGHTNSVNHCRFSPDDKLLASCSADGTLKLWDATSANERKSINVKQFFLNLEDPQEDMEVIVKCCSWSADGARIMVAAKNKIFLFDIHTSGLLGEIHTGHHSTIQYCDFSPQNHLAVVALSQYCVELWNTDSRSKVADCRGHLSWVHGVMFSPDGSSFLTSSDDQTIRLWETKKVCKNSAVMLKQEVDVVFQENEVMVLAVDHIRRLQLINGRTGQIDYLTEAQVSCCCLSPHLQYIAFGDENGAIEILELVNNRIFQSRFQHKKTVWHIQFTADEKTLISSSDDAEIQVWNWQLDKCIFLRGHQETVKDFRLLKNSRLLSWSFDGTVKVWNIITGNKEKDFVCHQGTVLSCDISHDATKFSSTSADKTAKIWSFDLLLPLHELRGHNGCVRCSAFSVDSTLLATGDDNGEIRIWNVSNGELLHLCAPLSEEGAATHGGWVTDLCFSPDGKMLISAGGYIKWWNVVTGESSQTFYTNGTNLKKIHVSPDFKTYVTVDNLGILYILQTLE
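detection = Rh110 fluorescence intensity | test system = biochemical Apaf-1 apoptosome reconstitution | also added = cytochrome c and DEVD-Rh110 substrate | schedule = 30 min plus 50 min, RT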
mIAP block: inhibitors of mouse IAP, primary screen, biochemical, luminescence, uHTS; intestinal alkaline phosphatase [Mus musculus]; purified mouse IAP, CDP-Star luminescence, 30 min; inhibition, % at 10 µM; hit rate 0.2% among 330,000; AID 2806, 2010;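 active = inhibition of at least 40% at 10 µM in the primary screen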;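 also: plate controls were DMSO with enzyme for no effect and no enzyme wells for full effect; values of inactives mirror those of a sister screen read the other way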
NALP3 yeast inh: NALP3 inflammasome inhibitors in reconstituted yeast, primary screen, luminescence, uHTS | Yeast reconstituted NLRP3/ASC/caspase-1, beta-gal luminescence, 24 h | inhibition, % at 10 µM | hit rate 0.39% among 330,000;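 active = inhibition of 50% or more; inactive = inhibition below 50%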;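 also: plate controls were induced DMSO wells for no effect and uninduced yeast grown without galactose for full effect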
ATG4B inh: ATG4B protease inhibitors, primary screen, biochemical, fluorescence, uHTS; Cysteine protease ATG4B (Homo sapiens), Q9Y4P1; ATG4B cleavage of LC3-PLA2, NBD-HPC fluorescence, 1 h; inhibition, % at 8.33 µM; hit rate 0.51% among 340,000; in the data active = inhibition above about 40%
hIAP block: human IAP inhibitors, primary screen, biochemical, luminescence, uHTS | hit rate 0.12% among 330,000 | purified IAP, CDP-Star luminescence, 30 min | AID 2544, 2010 | Intestinal-type alkaline phosphatase (Homo sapiens), P09923 | inhibition, % at 10 µM;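 active = inhibition reaching a set limit with compound at 10 µM in the primary screen, cut at about 35% in these data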;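 also: plate controls were DMSO wells with enzyme for no effect and no-enzyme buffer wells for full effect; values of inactives mirror those of a sister screen read the other way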
tim10-1 inh: growth inhibitors of tim10-1 mutant yeast, primary screen, luminescence, uHTS; AID 463190, 2010; S. cerevisiae tim10-1 ts strain growth, BacTiter-Glo, 24 h; hit rate 2.2% among 330,000; inhibition, % at 20 µM;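 active = inhibition of at least 40%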;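 also: mutant grown at 25 °C; 0% = DMSO wells with yeast and 100% = wells holding no yeast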
mIAP activ: activators of mouse IAP, primary screen, biochemical, luminescence, uHTS. intestinal alkaline phosphatase [Mus musculus]. muIAP, CDP-Star luminescence, 30 min; active compounds read high; 1 = vehicle-only enzyme signal, 0 = enzyme-free wells. activation factor at 10 µM. hit rate 0.24% among 330,000;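 active = activation factor of at least 2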; also: the source names both 10 and 20 µM as test concentration; values of inactives mirror those of a sister screen read the other way
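System: Mouse IAP enzyme | Also added: CDP-Star substrate | Dosing: Compounds dispensed in DMSO | Schedule: 30 min enzyme-substrate-compound incubation at room temperature | Technique: Chemiluminescence readout | Control set: DMSO-only wells and no-enzyme negative control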
TIM10 inh: growth inhibitors of isogenic TIM10 control yeast, primary screen, counter-screen for tim10-1 yeast inhibitor project, luminescence, uHTS | S. cerevisiae TIM10 strain growth, BacTiter-Glo luminescence, 24 h | inhibition, % at 10 µM | hit rate 1.4% among 330,000;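 active = inhibition of 40% or more at the single tested concentration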;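 also: wild-type TIM10 isogenic control strain grown at permissive 25 °C; 0% = DMSO yeast wells and 100% = minimal medium wells without yeast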
hIAP act: human IAP activators, primary screen, biochemical, luminescence, uHTS | Intestinal-type alkaline phosphatase (Homo sapiens), P09923 | purified human IAP, CDP-Star luminescence, 30 min; active compounds read high; 1 = vehicle-only enzyme, 0 = enzyme-free background | hit rate 0.16% among 330,000 | AID 2524, 2010 | activation factor at 10 µM;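 active = activation factor of the enzyme at least 2-fold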; also: the source names both 10 and 20 µM as test concentration; values of inactives mirror those of a sister screen read the other way
An asterisk follows results filed as active.

SMILES,mIAP block,TIM10 inh,ATG4B inh,hIAP block,hIAP act,tim10-1 inh,NALP3 yeast inh,Apaf1 inhib,mIAP activ
Cn1c(C(=O)N2CCCC(Nc3ccc(F)cc3)C2)cc2ccccc21 (centres undefined),-8,-8,8,7,0.93,29,16,10,1.1
C/C(=N\NC(=O)c1ccccc1F)c1ccccn1,4,19,-5,-25,1.3,13,28,-4,0.95
COC(=O)c1cn(C)c2ccc(S(=O)(=O)N3CCCC3)cc2c1=O,1,-10,-2,15,0.85,1,11,-10,0.99
O=C(Cc1ccccc1Cl)Nc1cccc(S(=O)(=O)N2CCCCCC2)c1,-113,5,-42,-7,1.1,16,20,15,2.1*
O=C(CSc1nnc(NC(=O)c2cccc(Br)c2)s1)NCC1CCCO1 (centres undefined),-3,-3,0,-5,1.1,8,9,13,1
Cc1nn(-c2cc(N3CCCCC3)ccc2[N+](=O)[O-])c(=O)c2ccccc12,4,34,8,10,0.9,29,20,8,0.96
O=C1c2cccc(Cl)c2C(=O)N1c1ccccn1,-7,-3,15,2,0.98,8,13,-1,1.1
Cn1c2ccccc2c2nnc(SCCN3CCOCC3)nc21,0,4,-4,-14,1.1,9,17,1,1
Cc1cc(Nc2ccccc2N2CCOCC2)n2ncnc2n1,0,-1,0,8,0.92,9,6,-12,1
COC(=O)C1=C(N)Oc2cc(C)n(Cc3cccnc3)c(=O)c2C1c1ccc(OC)c(OC)c1 (centres undefined),-12,-7,-3,1,0.99,14,-9,-15,1.1
Cc1ccccc1-n1c(C)nnc1SCC(=O)NC1CCCc2ccccc21 (centres undefined),1,12,-1,2,0.98,28,11,9,0.99
O=C1CCCN1CCC(=O)N1CCCC(N2CCN(c3ccccc3F)CC2)C1 (centres undefined),-4,6,2,-9,1.1,-7,10,-13,1
NC(=O)CSc1nnc(COc2cccc3ccccc23)o1,4,-3,-4,-4,1,10,23,2,0.96
COc1ccccc1C(=O)NCC(=O)OC(C)C(=O)N1CCOCC1 (centres undefined),21,11,-5,-8,1.1,-2,12,2,0.79
COc1ccc(C(=O)N=C2SC3CS(=O)(=O)CC3N2c2ccc(N(C)C)cc2)cc1OC (centres undefined),0,2,4,17,0.83,-8,12,4,1
Cc1ccc(S(=O)(=O)N2CCOC2CNC(=O)C(=O)NCc2ccccc2)cc1 (centres undefined),-2,2,-6,-21,1.2,15,4,-5,1
O=C(NCC1CCCO1)NC12CC3CC(CC(C3)C1)C2 (centres undefined),-5,15,-5,-3,1,12,10,-18,1
C/C(=N\Nc1ccc(C(F)(F)F)cc1[N+](=O)[O-])C(C)C,8,-3,1,6,0.94,4,5,-15,0.92
COc1cc(NC(=O)COC(=O)CNC(=O)c2cc(C)cc(C)c2)c(C)cc1[N+](=O)[O-],-1,-5,-1,-22,1.2,8,4,2,1
O=C(Nc1ccncc1)c1ccccc1Cl,0,-8,3,1,0.99,14,13,5,1
CC(NC(=O)C1CCN(C(=O)c2cccs2)CC1)c1ccc(S(N)(=O)=O)cc1 (centres undefined),0,1,-60,-4,1,-9,9,62*,1
O=S(=O)(c1ccc(-c2ccccc2)cc1)N1CCOCC1,1,-7,-12,12,0.88,11,13,3,0.99
CC(C)CN1CCN(Cc2ccc(CN3CCCCC3)s2)CC1CCO (centres undefined),13,-2,8,-9,1.1,15,-6,-9,0.87
Cc1ccc(-n2ncc3c(=O)n(CC(=O)N4CCN(c5ccccc5)CC4)cnc32)cc1,5,-5,-7,-3,1,10,9,-6,0.95

Reformatted as labelled records: part of the list above.
COc1cc(NC(=O)COC(=O)CNC(=O)c2cc(C)cc(C)c2)c(C)cc1[N+](=O)[O-]
  mIAP block = -1	TIM10 inh = -5	ATG4B inh = -1	hIAP block = -22	hIAP act = 1.2	tim10-1 inh = 8	NALP3 yeast inh = 4	Apaf1 inhib = 2	mIAP activ = 1
Cc1ccc(-n2ncc3c(=O)n(CC(=O)N4CCN(c5ccccc5)CC4)cnc32)cc1
  mIAP block = 5	TIM10 inh = -5	ATG4B inh = -7	hIAP block = -3	hIAP act = 1	tim10-1 inh = 10	NALP3 yeast inh = 9	Apaf1 inhib = -6	mIAP activ = 0.95

mIAP activ, what is marked active above.
SMILES	mIAP block	ATG4B inh	hIAP block	hIAP act	NALP3 yeast inh	mIAP activ
O=C(Cc1ccccc1Cl)Nc1cccc(S(=O)(=O)N2CCCCCC2)c1	-113	-42	-7	1.1	20	2.1*

(continued)
SMILES,mIAP block,TIM10 inh,ATG4B inh,hIAP block,hIAP act,tim10-1 inh,NALP3 yeast inh,Apaf1 inhib,mIAP activ
CCN(CC)C(=O)C(C(=O)c1cccc([N+](=O)[O-])c1)n1cc(Cl)ccc1=O (centres undefined),-3,10,-12,6,0.94,-13,5,-6,1
CCOc1ccc2nc(NCCCNS(=O)(=O)c3ccc(F)cc3)c(C#N)cc2c1,4,6,-1,23,0.77,42*,2,-14,0.96
C#CC(CCN1CCCCC1)(OC)c1ccccc1 (centres undefined),-5,-17,-4,2,0.98,8,0,-4,1.1
CSCCC(NC(=O)c1ccco1)C(=O)N1CCCC(C(F)(F)F)C1 (centres undefined),-16,7,6,6,0.94,8,3,-394,1.2
COc1ccc(NC(=O)c2ccc(OC(F)F)cc2)cc1Cl,-3,28,-7,9,0.91,12,3,-2,1
O=C(CN1C(=O)S/C(=C\c2ccc(O)c([N+](=O)[O-])c2)C1=O)Nc1ccc(N2CCOCC2)cc1,6,-1,1,-8,1.1,11,5,0,0.94
O=C(Cc1cccs1)Nc1cccc(C(=O)Nc2ccco2)c1,-6,19,-9,-12,1.1,21,-1,-1,1.1
COc1ccc(C(=O)NNC2=NS(=O)(=O)c3ccccc32)cc1OC,5,0,-1,13,0.87,-1,3,-8,0.95
CCN(C(=O)N(CC)c1ccccc1)c1ccccc1,0,4,5,3,0.97,2,-13,5,1
COC(=O)C1=C(N)Oc2cc(C)n(Cc3ccccc3)c(=O)c2C1c1ccccc1 (centres undefined),-2,19,-11,17,0.83,24,10,18,1
O=C(N/N=C/c1ccc[nH]1)c1cccc([N+](=O)[O-])c1,22,-22,4,-5,1.1,16,8,-6,0.78
CN(CC(=O)NCCCc1ccccc1)Cc1ccc(Br)cc1,-2,13,-2,1,0.99,27,16,7,1
CCCNC(=O)CSc1nc2ccc(OCC)cc2s1,1,9,-3,0,1,-10,25,-4,0.99
CCOc1ccc(NC(=O)CC2C(=O)N(c3ccc(OC)cc3)C(=O)N2CCc2cccs2)cc1 (centres undefined),-15,7,0,13,0.87,10,4,4,1.1
N#Cc1ccccc1Oc1ccccc1C=O,2,1,10,18,0.82,-2,17,6,0.98
COc1ccc(OC)c(C2C3=C(CCCC3=O)Nc3c2c(=O)n(C)c(=O)n3C)c1 (centres undefined),4,4,-12,20,0.81,4,17,3,0.96
CCOc1cc(NC(=O)c2ccccn2)c(OCC)cc1NC(=O)c1ccccc1,11,0,-2,-2,1,1,-7,-4,0.89
O=C(Nc1ccc(N2CCOCC2)cc1)c1nc2ccccc2s1,-10,9,-3,-5,1,9,10,-11,1.1
Cc1ccc(/C=C/c2ccc(=O)n(Cc3ccccc3Cl)n2)cc1,13,-9,15,-7,1.1,12,30,26,0.87
CCN(CC)C(=O)Nc1c(C)n(C)n(-c2ccccc2)c1=O,-2,0,-9,9,0.91,8,7,4,1
CCOC(=O)N1CCC(Nc2ncnc3c2cnn3-c2ccccc2)CC1,-1,-6,-13,19,0.81,20,-4,-12,1
O=C(COc1ccc([N+](=O)[O-])cc1)Nc1cc(C(=O)O)cc(C(=O)O)c1,-3,-2,1,-21,1.2,14,8,5,1
CCOc1ccc(C2C(C(N)=O)=C(C)Nc3ncnn32)cc1OC (centres undefined),1,-28,-1,-4,1,4,4,-3,0.99
Cc1ccccc1CS(=O)(=O)c1ccc(C(=O)N2CCC(C)CC2)cc1[N+](=O)[O-],-17,9,-11,-10,1.1,10,10,2,1.2
CCN(C[C@H]1N[C@@](CC)(C(=O)OC)[C@H]2C(=O)N(Cc3ccccc3)C(=O)[C@@H]12)S(=O)(=O)c1ccc(OC)cc1,0,16,-2,-10,1.1,12,-12,13,0.99
CC1(C)C(c2ccccc2)=NC(c2ccc(F)cc2)N1O (centres undefined),0,18,-7,-15,1.1,23,16,-14,1
COc1ccc(CCNC(=O)COC(=O)/C=C/c2cccs2)cc1,2,-15,-9,-13,1.1,6,18,-3,0.98
CN(C)S(=O)(=O)c1cccc(NC(=O)COC(=O)/C=C/c2ccc3c(c2)OCO3)c1,-7,22,-8,-7,1.1,21,-20,2,1.1
CCn1cc(CCC(=O)NC(C)c2ccccc2)c2ccccc21 (centres undefined),-3,22,0,-3,1,16,11,4,1
CC1CC(C)CN(CCCNC(=O)COc2cc(=O)n(C)c3ccccc23)C1 (centres undefined),-1,-20,-10,8,0.92,3,4,-4,1
CCOc1ccccc1CNC(=O)c1cn(C)c(=O)c2c1c1ccccc1n2C,1,0,-3,-2,1,8,11,2,0.99
CC(=O)N1CCN(C(=O)c2cccc(NS(=O)(=O)c3ccc(Br)cc3)c2)CC1,3,-6,-8,-2,1,-13,14,0,0.97
Cc1ccc(C)c(S(=O)(=O)N2CCN(CC(=O)Nc3sccc3C#N)CC2)c1,2,-18,11,3,0.97,-6,11,21,0.98
Cc1occc1C(=O)N/N=C/c1ccc(OCc2ccccc2)cc1,3,5,-13,-7,1.1,-10,17,9,0.97
O=C(c1ccc(Cl)cc1)N1CCC(=O)N(C(CO)Cc2ccccc2)CC1 (centres undefined),-6,5,-6,-8,1.1,1,10,5,1.1
CCC(C(=O)OCC(=O)N(C)c1c(N)n(Cc2ccccc2)c(=O)[nH]c1=O)c1ccccc1 (centres undefined),-3,-10,-8,-4,1,-5,7,10,1
NS(=O)(=O)c1ccc(N2C(=O)C3CC=CCC3C2=O)cc1 (centres undefined),9,9,-1,9,0.91,7,11,-4,0.91
COc1ccc(C(C#N)N2CCCCC2)cc1OC (centres undefined),-10,-15,-6,-4,1,-3,12,-5,1.1
CCOCCCN1C(=O)CN(C2CCCCCC2)C(=O)C1c1ccc(OC)cc1 (centres undefined),0,22,-3,-5,1.1,13,-3,6,1
CC(=O)c1ccc(S(=O)(=O)Nc2cccc(-n3cnnn3)c2)cc1,0,1,1,8,0.92,-13,15,2,1
COc1cc(CCC(=O)OCC(=O)NC2CCCC(C)C2C)cc(OC)c1OC (centres undefined),1,2,-10,-17,1.2,16,10,-4,0.99
NNC(=O)c1ccc(CSc2cccc3cccnc23)cc1,-3,-50,-6,0,1,1,16,6,1
COc1ccc(-c2nnn(CC(=O)N(CCO)C(C(=O)NC3CCCC3)c3ccncc3)n2)cc1 (centres undefined),9,5,-3,14,0.86,-1,-3,4,0.91
